Cdc42 wt – changes GTP binding to wildtype human Cdc42; P60953; GST-Cdc42 beads, Bodipy-GTP binding, flow cytometry; actives lie on both sides; percent activity (GTP binding), % at 10 µM; 190,000 compounds, 0.2% hits;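 active means percent activity GTP binding at least 20 points away from the 100% baseline, either down as inhibitor or up as activator; inconclusive means compound flagged as likely green fluorescent from well-wide comparison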;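 further: median bead fluorescence of bound Bodipy-FL-GTP at 100 nM; 0% = excess unlabeled GTP control and 100% = no compound control; below 100% means less GTP binding so inhibitor and above means activator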
Target sequence (P60953 whole entry, looked up): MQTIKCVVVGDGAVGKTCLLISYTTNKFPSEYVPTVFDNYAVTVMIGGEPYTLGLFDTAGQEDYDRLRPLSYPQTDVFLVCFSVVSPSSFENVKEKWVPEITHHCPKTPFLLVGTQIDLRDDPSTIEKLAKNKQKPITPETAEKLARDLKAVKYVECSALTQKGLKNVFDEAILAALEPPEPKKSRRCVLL
Bcl-B Bim block – inhibitors of Bim-Bcl-B interaction, human; Q9HD36; bead-based flow cytometry, Bim peptide-Bcl-B binding; inhibition, % at 10 µM; 190,000 compounds, 0.073% hits;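 further: 0% = tracer peptide without compound and 100% = reference inhibitor peptide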
Target sequence (Q9HD36 whole entry, looked up): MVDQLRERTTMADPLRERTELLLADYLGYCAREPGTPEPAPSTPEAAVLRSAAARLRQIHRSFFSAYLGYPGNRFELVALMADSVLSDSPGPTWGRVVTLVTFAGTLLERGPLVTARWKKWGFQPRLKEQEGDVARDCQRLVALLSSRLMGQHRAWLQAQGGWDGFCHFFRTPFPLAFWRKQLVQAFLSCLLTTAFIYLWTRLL
Bcl-XL Bim block – human Bim-Bcl-XL interaction inhibition; Bim peptide-Bcl-XL binding, bead flow cytometry, fluorescence; inhibition, % at 10 µM; 190,000 compounds, 0.04% hits
Bim-Bcl-W – human Bim-Bcl-W interaction inhibition; inhibition, % at 10 µM; 190,000 compounds, 0.02% hits; AID 952; bead-based flow cytometry, Bim peptide-Bcl-W binding; Q92843;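 further: 0% = bound tracer without compound and 100% = peptide blocker; higher means less fluorescent Bim peptide bound to Bcl-W beads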
Target sequence (Q92843 whole entry, looked up): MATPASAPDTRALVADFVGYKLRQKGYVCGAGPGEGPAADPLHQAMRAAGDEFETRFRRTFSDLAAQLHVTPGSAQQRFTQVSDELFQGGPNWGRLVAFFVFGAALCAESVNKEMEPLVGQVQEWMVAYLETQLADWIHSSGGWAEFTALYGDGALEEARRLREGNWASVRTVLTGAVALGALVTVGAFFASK
Rab7 wt modul – modulators of GTP binding to dog Rab7 wildtype GTPase; GST-Rab7 beads, fluorescent GTP binding, flow cytometry; actives lie on both sides; untreated = 100%, excess cold GTP = 0%; GTP binding activity (percent of control), % at 10 µM; 190,000 compounds, 0.055% hits; AID 758;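 active means fluorescent GTP binding to Rab7 beads changed by at least 20 points from the 100% baseline, either direction, mostly lower; inconclusive means compound itself probably fluorescent, or too few beads counted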;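 further: median green fluorescence of bound Bodipy-FL-GTP per Rab7 bead population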
Rac1 mut GTP – modulators of GTP binding to human Rac1 activated mutant | percent activity (GTP binding), % at 10 µM | 190,000 compounds, 0.11% hits | AID 764 | GST-Rac1 activated beads, fluorescent GTP binding, flow cytometry; actives lie on both sides; 100% means binding = to untreated wells;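 active means GTP binding at least 20 percentage points away from the 100% baseline, in either direction, so actives lie on both sides; inconclusive means Compound likely fluorescent itself, or too few beads counted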
Rab2 wt GTP – changes GTP binding to wildtype dog Rab2A, up or down. GST-Rab2 wt beads, Bodipy-GTP binding, flow cytometry. GTP binding activity, % at 10 µM. 190,000 compounds, 0.19% hits. AID 760;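 active means GTP binding activity at least 20 points away from 100%, either lowered or raised; inconclusive means signal likely due to the compound's own green fluorescence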;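 further: 0% = beads with excess unlabeled GTP and 100% = no-compound control corrected for plate trend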
Bim-Bfl-1 – inhibitors of Bim-Bfl-1 interaction, human. Q16548. Bead-based flow cytometry, Bim-Bfl-1 binding inhibition. inhibition, % at 10 µM. 190,000 compounds, 0.12% hits. AID 1008;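 further: 0% = wells without compound plus tracer and 100% = blocker peptide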
HRas wt GTP – human HRas wildtype GTP binding, change in either direction; GST-Ras wt beads, Bodipy-FL-GTP binding, flow cytometry; actives lie on both sides; 190,000 compounds, 0.14% hits; P01112; GTP binding activity, % at 10 µM; AID 759;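 active means GTP binding activity at least 20% away from the 100% baseline, either lowered as inhibitor or raised as activator; inconclusive means flagged as likely green fluorescent, judged across all proteins in the well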;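 further: 0% = unlabeled GTP competition control and 100% = no-compound control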
Target sequence (P01112 whole entry, looked up): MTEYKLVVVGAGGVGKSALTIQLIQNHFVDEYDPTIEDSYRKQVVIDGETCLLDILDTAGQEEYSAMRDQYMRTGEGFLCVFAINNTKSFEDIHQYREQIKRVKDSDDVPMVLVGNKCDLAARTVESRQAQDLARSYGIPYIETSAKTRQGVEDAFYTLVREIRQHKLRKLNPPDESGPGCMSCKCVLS
Rac1 wt modul – alters GTP binding to wildtype human Rac1; GTP binding activity (% of control), % at 10 µM; P63000; AID 757; 190,000 compounds, 0.27% hits; GST-Rac1 beads, fluorescent GTP binding, flow cytometry; actives lie on both sides; 0 = cold GTP competed, 100 = untreated;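 active means GTP binding activity at least 20 points away from the 100% control level, either lower or higher; inconclusive means compound flagged as likely green fluorescent, judged across all proteins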
Bim-Bcl-2 – human Bim-Bcl-2 interaction inhibition | AID 950 | P10415 | Bead-based flow cytometry, Bim peptide-Bcl-2 binding | 190,000 compounds, 0.06% hits | inhibition, % at 10 µM; in the data active means inhibition above about 40%; inconclusive means no clear call, values can overlap the other calls;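 further: 0% = no compound wells with probe peptide and 100% = reference peptide inhibitor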
Target sequence (P10415 whole entry, looked up): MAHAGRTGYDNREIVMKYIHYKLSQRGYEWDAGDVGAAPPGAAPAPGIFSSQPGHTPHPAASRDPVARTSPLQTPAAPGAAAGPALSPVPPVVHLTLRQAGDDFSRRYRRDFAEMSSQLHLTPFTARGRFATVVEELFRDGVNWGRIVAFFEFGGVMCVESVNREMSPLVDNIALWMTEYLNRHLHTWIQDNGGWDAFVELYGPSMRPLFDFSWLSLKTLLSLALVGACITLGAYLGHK
* hit, by the source's call; ? = inconclusive. Unless noted, no stated cut-off is given here; in the data, active means inhibition above about 40%.

Cdc42 wt,Rab2 wt GTP,Bcl-B Bim block,Bim-Bcl-2,Rac1 wt modul,Bim-Bcl-W,HRas wt GTP,Rab7 wt modul,Bcl-XL Bim block,Bim-Bfl-1,Rac1 mut GTP,molecule
101,100,-1,-6,108,2,102,100,6,-10,102,CC1CCN(C(c2ccc(N(C)C)cc2)c2nnnn2Cc2ccc(F)cc2)CC1 (stereo not given)
?,?,-6,-7,?,0,?,?,-4,-15,?,COc1cccc(/C=N/Nc2nc3ccccc3n3cnnc23)c1
106,104,6,1,104,1,104,99,3,6,100,CC(C)(C)c1nc(CN2CCCCC2)cc(CN2CCCCC2)c1O
100,100,-9,-18,104,-3,100,100,-6,-4,100,O=C(CCC(=O)N/N=C/c1ccccc1O)NCc1ccccc1
92,93,0,6,94,2,96,97,0,0,87,CCc1nnc(NS(=O)(=O)c2ccc(N/C=C(\C=O)c3nc4cc(Cl)ccc4o3)cc2)s1
96,95,-6,-3,97,-1,96,104,-6,-4,93,O=C(CN1C(=O)CSc2ccc(S(=O)(=O)N3CCOCC3)cc21)NCCCN1CCc2ccccc2C1
99,99,-2,-1,98,0,99,106,0,-6,94,CC1CCN(S(=O)(=O)c2ccc3ncn(CC(=O)N4CCN(C)CC4)c(=O)c3c2)CC1
?,?,2,-4,?,1,?,?,-1,0,?,O=c1ccc(NS(=O)(=O)c2ccccc2)cn1Cc1ccc(Cl)c(Cl)c1
100,98,-1,1,97,2,96,88,-1,1,96,C/C(N)=C(/C#N)C(=O)COC(=O)c1cccc(O)c1
96,99,3,2,94,3,94,95,2,1,95,Cc1ccc(C(=O)NN2CC(O)=C(c3nc(-c4cccc([N+](=O)[O-])c4)cs3)C2=N)cc1
97,97,-2,-4,95,-2,93,94,-2,-3,97,S=C(Nc1ccccc1)N(CCN1CCOCC1)Cc1cccc(Cl)c1
99,99,1,-1,96,0,99,98,0,0,96,O=C(Nc1cccc([N+](=O)[O-])c1)C12CC3CC(C1)CC(n1cnc([N+](=O)[O-])n1)(C3)C2
97,98,-2,-2,99,0,102,104,-1,-2,95,CCc1nnc(NC(=O)CSc2nc3ccc(OC)cc3[nH]2)s1
102,99,-1,2,102,-3,99,101,-2,7,98,CC(=O)c1cccc(NC(=S)NC(=O)c2ccc(Br)cc2)c1
88,89,-7,-1,90,-1,90,91,-7,-5,91,O=C(O)CSc1c(-c2ccccc2)c2cc(Cl)ccc2[nH]c1=O
100,97,-4,-1,99,-3,98,95,-4,-6,97,Nc1cccc2c1C(=O)N(CC(=O)NC13CC4CC(CC(C4)C1)C3)C2=O
102,100,-4,-7,100,-12,98,99,-5,-3,96,CCCCn1c(N)c(NCC(C)C)c(=O)[nH]c1=O
103,105,-6,-1,104,-1,105,102,-3,0,102,N#Cc1c(N2CCN(C(=O)c3ccccc3Cl)CC2)nc(-c2ccccc2)c2c1CCCC2
75*,81,-12,-6,74*,0,82,92,-11,-13,78*,OC(c1ccc(OCc2ccccc2)cc1)c1nnc(-c2ccccc2)o1 (stereo not given)
101,100,-4,1,100,-4,100,98,-1,0,100,O=S1(=O)CCC(SCc2nc3sccn3c2Br)C1 (stereo not given)
99,101,-3,-5,107,-4,101,101,-4,-6,99,CC1CCN(CC(=O)Nc2ccccc2-c2ccccc2)CC1
98,97,-8,-9,104,-1,100,101,-7,-20,98,CCOC(=O)c1oc2ccc(S(=O)(=O)N3CCC(C)CC3)cc2c1C
98,99,-7,-3,100,-2,102,100,-4,-2,98,C[n+]1ccccc1COc1ccc(C(C)(C)C)cc1
104,102,-2,2,102,-2,103,98,2,0,98,CCN(CC)S(=O)(=O)c1ccc(NC2=NS(=O)(=O)c3ccccc32)cc1
99,98,-9,0,95,-1,95,100,-3,-9,94,CCC(=O)Nc1nc(-c2cc([N+](=O)[O-])cs2)cs1
105,98,-1,1,108,-2,100,98,-1,0,102,CCN(CC)C(=O)c1sc2c(c1C)c(=O)n(-c1ccc(OC)cc1OC)c(=O)n2CC(=O)c1ccccc1
100,97,-6,-4,106,-2,100,104,-3,-4,100,CC1(C)C2CC=C(/C=N/NC(=O)c3ccc(Cl)cc3)C1C2 (stereo not given)
105,101,-6,-1,105,2,103,100,0,-7,101,c1csc(C2C3=C(Nc4ncnn42)c2ccccc2OC3)c1 (stereo not given)
89,89,-7,-4,91,-2,94,95,-4,-8,89,Cc1nc2ccc(NC(=O)COc3cccc(F)c3)cc2s1
?,?,-15,-12,?,-3,?,?,-6,-13,?,COc1ccccc1CNC(=O)C(=O)NCC(c1ccco1)N1CCOCC1 (stereo not given)
97,97,-2,1,98,0,98,96,-4,1,97,O=C(CSc1ncc(-c2ccccc2)[nH]1)Nc1ccccc1
102,98,-3,-1,98,-2,100,98,-4,0,97,CCCN1C2CCCC1CC(NC(=O)c1ccccc1F)C2 (stereo not given)
94,95,-4,-6,95,-7,95,95,-2,-4,95,CCOC(=O)c1ccc2nc(CCC(=O)N[C@H](C(=O)OC)C(C)C)c(=O)n(CC)c2c1
93,93,-1,-3,94,-1,94,95,-3,-5,94,CC(=O)Nc1ccc(C(=O)OCC(=O)NCc2ccccc2)cc1
104,100,-2,0,108,-2,102,104,-2,0,99,Cc1ccccc1CNC(=O)Cc1ccccc1[N+](=O)[O-]
106,105,-9,-5,113,0,106,106,-2,-9,104,CCOc1ccc(NC(=O)N[C@@H](CCSC)C(=O)OC)cc1
102,97,-1,2,106,-1,101,99,-1,0,99,Cn1cccc1/C=N/NC(=O)c1cccnc1
98,99,-3,-5,97,-2,99,103,-2,-5,95,C=CCn1cnc2scc(-c3ccc(C)c(C)c3)c2c1=O
105,101,0,0,103,-2,99,97,-3,3,102,c1ccc(-c2cn(-c3ccccc3)c3ncnc(N4CCCCC4)c23)cc1
104,99,-8,-5,102,-2,100,99,-9,-19,100,O=[N+]([O-])c1c(NCCO)cc(N2CCN(Cc3ccc4c(c3)OCO4)CC2)c2nonc12
99,102,-2,-5,102,0,98,97,-1,-4,99,Cc1cc(C)nc(SCc2nc(N)nc(-c3ccccc3O)n2)n1
96,95,-10,-4,96,2,95,95,-2,1,94,CCn1c(-c2ccccc2)csc1=Nc1ccc(O)cc1
99,100,-6,-6,99,-2,100,102,-15,-6,97,COC(=O)c1ccc2c(=O)n(NC(C)=O)c(=S)[nH]c2c1
103,99,11,11,99,11,99,98,16,10,96,O=C(CN1C(=O)c2cccc3cccc(c23)C1=O)N1CCCCC1
105,101,-7,-9,112,1,105,107,-2,-12,104,CCOC(=O)c1c(NC(=O)CN2CCOCC2)sc(C(=O)NC)c1C
100,102,-7,0,101,1,99,103,1,0,98,O=S(=O)(Nc1nc2ccccc2nc1N1CCN(c2ccccn2)CC1)c1ccc(Cl)cc1
97,95,-6,-4,95,-1,95,94,-1,-6,95,O=C(NCC1CCCO1)c1cc2c(s1)CCC2 (stereo not given)
96,95,-1,-1,101,2,96,95,-1,3,95,COc1ccc(NC(=O)CSc2nnc(C(C)C)n2N)cc1
105,103,-10,-14,106,-2,102,102,-8,-20,101,Cc1cc(S(=O)(=O)NCc2ccc(S(N)(=O)=O)cc2)c(C)s1
93,94,0,0,95,0,95,103,-1,-5,89,Cc1ccc(NC(=O)c2cc(NC(=O)c3ccccc3C(=O)O)ccc2N2CCCCC2)cc1

(further entries)
Cdc42 wt,Rab2 wt GTP,Bcl-B Bim block,Bim-Bcl-2,Rac1 wt modul,Bim-Bcl-W,HRas wt GTP,Rab7 wt modul,Bcl-XL Bim block,Bim-Bfl-1,Rac1 mut GTP,molecule
94,96,-1,0,93,3,91,96,0,-3,90,COc1ccc2c(C#N)c3ccccn3c2c1
98,102,-8,-8,103,-12,100,105,-3,-8,100,Cc1c(C(=O)c2ccccc2)c(=O)n(C)c(=O)n1C
100,98,-3,0,105,0,96,98,-1,-1,98,CCOC(=O)c1cccnc1NC(=O)c1ccncc1
98,99,-10,4,103,6,99,99,0,4,100,Cn1c(-[n+]2c(-c3ccccc3)cc(-c3ccccc3)cc2-c2ccccc2)nc2c([N+](=O)[O-])cccc21
101,100,-3,-12,102,0,102,102,-2,-7,98,CNS(=O)(=O)c1cc(C(=O)NCc2ccco2)ccc1Cl
103,102,-7,-10,104,-1,100,104,-5,-12,102,CCc1ccccc1-n1c(SCC(=O)Nc2ccc3c(c2)OCCO3)nc2[nH]ncc2c1=O
103,101,-4,-3,100,0,101,98,-1,-4,99,COCCNC(=O)C1CCN(S(=O)(=O)N2CCC3(CC2)OCCO3)CC1
?,?,1,-1,?,1,?,?,4,-3,?,O=C(Cn1cnc2cc([N+](=O)[O-])ccc2c1=O)NCCc1ccc(Cl)cc1
101,99,-2,0,103,0,99,98,0,0,97,CCCC(=O)N(c1ccc(OCC)cc1)C1C=CS(=O)(=O)C1 (stereo not given)
102,101,0,-7,104,-9,100,101,-4,-2,98,O=C(COc1ccccc1)NC(=S)Nc1cccc(NC(=O)c2ccccc2Cl)c1
104,103,-2,-2,101,-1,102,101,-1,-1,99,CCN(CC(=O)NCc1ccc(F)cc1)Cc1nc2ccccc2c(=O)[nH]1
96,100,3,0,100,-1,99,98,-1,0,96,O=C1CNC(=O)/C1=C\c1ccc(O)cc1
99,103,-12,-8,106,-6,103,102,-7,-15,100,COc1ccc(CNC(=O)CCSCc2ccccc2Cl)c(OC)c1
93,96,-2,1,93,-1,95,98,5,-1,97,CCOCCn1c(CN2CCN(c3ccc(F)cc3)CC2)nc2c1c(=O)n(C)c(=O)n2C
102,100,-8,-10,103,0,99,97,-4,-12,95,CCCc1cc(=O)n2[nH]c(-c3ccc(C)cc3)cc2n1
99,100,-6,-7,102,1,100,104,-6,-10,99,O=C(c1ccccc1)N(Cc1ccc(F)cc1)C1CCS(=O)(=O)C1 (stereo not given)
97,98,-6,0,101,0,97,99,-3,-4,99,Cc1cc(C)c(NC(=O)CSc2ccc(-c3cccnc3)nn2)c(C)c1
90,90,-12,-11,91,-2,93,93,-3,-17,91,C=CCNC(=O)c1onc(CSc2ccc(Cl)cc2)c1C(=O)O
104,105,0,0,102,-2,106,104,-2,0,99,CC(C)Cn1cc(C(=O)NC2CCN(Cc3ccccc3)CC2)c2c3ccccc3n(C)c2c1=O
101,99,-5,-2,102,-3,100,101,-8,-4,98,COc1ccc(NC(=O)CSc2nnc(Cc3cccn3C)n2-c2ccc(OC)cc2)cc1
106,95,-5,-3,101,-4,99,99,-7,-9,95,CCOc1ccc(-n2c(O)c(/C=N/NC(=O)C3COc4ccccc4O3)c3ccccc3c2=O)cc1 (stereo not given)
98,100,5,0,97,-3,96,95,-5,4,99,S=C(NCCN1CCOCC1)Nc1ccc(Cl)cc1Cl
98,102,-14,-7,103,-6,102,104,-9,-6,100,CCOC(=O)NC(NC(=S)Nc1ccccc1OC)C(Cl)(Cl)Cl (stereo not given)
